ATG4B inhibitor – ATG4B protease inhibitors, primary screen, biochemical, fluorescence, uHTS; inhibition, % at 8.33 µM; actives 0.51% (n = 340,000); Cysteine protease ATG4B (Homo sapiens), Q9Y4P1; AID 504462, 2011; ATG4B cleavage of LC3-PLA2, NBD-HPC fluorescence, 1 h; in the data active means inhibition above about 40%
Target sequence (Q9Y4P1 whole entry, looked up): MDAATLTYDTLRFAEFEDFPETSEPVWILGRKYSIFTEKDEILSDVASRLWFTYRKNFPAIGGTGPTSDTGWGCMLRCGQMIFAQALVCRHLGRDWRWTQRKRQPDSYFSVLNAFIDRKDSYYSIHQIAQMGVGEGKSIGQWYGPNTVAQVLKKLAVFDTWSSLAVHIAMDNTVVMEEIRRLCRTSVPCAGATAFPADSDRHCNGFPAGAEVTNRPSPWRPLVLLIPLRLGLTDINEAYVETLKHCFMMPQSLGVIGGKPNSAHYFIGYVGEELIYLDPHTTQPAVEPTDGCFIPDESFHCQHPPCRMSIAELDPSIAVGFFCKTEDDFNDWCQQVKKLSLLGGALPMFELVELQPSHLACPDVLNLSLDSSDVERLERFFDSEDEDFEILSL
mIAP inh – inhibitors of mouse IAP, primary screen, biochemical, luminescence, uHTS; purified mouse IAP, CDP-Star luminescence, 30 min; inhibition, % at 10 µM; actives 0.2% (n = 330,000);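 active means inhibition of at least 40% at 10 µM in the primary screen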;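 further: plate controls were DMSO with enzyme for no effect and no enzyme wells for full effect; values of inactives mirror those of a sister screen read the other way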
NALP3 yeast inh – NALP3 inflammasome inhibitors in reconstituted yeast, primary screen, luminescence, uHTS; AID 2825, 2010; actives 0.39% (n = 330,000); inhibition, % at 10 µM; Yeast reconstituted NLRP3/ASC/caspase-1, beta-gal luminescence, 24 h;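 active means inhibition of 50% or more; inactive means inhibition below 50%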;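 further: plate controls were induced DMSO wells for no effect and uninduced yeast grown without galactose for full effect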
hIAP activ – human IAP activators, primary screen, biochemical, luminescence, uHTS; activation factor at 10 µM; AID 2524, 2010; actives 0.16% (n = 330,000); purified human IAP, CDP-Star luminescence, 30 min; hits give high values; 1 = vehicle-only enzyme, 0 = enzyme-free background; Intestinal-type alkaline phosphatase (Homo sapiens), P09923;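 active means activation factor of the enzyme at least 2-fold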; further: the source names both 10 and 20 µM as test concentration; values of inactives mirror those of a sister screen read the other way
Target sequence (P09923 whole entry, looked up): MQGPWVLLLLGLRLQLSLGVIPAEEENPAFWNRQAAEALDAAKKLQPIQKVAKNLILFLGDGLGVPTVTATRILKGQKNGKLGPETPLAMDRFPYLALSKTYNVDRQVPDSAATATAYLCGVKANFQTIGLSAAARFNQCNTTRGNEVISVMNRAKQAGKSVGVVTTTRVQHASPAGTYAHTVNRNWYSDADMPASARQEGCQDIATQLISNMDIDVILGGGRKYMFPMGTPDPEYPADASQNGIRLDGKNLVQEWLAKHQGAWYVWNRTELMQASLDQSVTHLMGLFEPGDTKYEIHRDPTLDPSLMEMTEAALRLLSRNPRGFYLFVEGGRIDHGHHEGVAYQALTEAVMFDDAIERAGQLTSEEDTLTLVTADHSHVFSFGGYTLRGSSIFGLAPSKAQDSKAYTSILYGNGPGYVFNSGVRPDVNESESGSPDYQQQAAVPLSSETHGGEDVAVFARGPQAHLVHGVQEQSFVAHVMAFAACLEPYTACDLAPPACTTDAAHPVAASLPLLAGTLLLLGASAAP
mIAP act – activators of mouse IAP, primary screen, biochemical, luminescence, uHTS; muIAP, CDP-Star luminescence, 30 min; hits give high values; 1 = vehicle-only enzyme signal, 0 = enzyme-free wells; activation factor at 10 µM; actives 0.24% (n = 330,000);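 active means activation factor of at least 2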; further: the source names both 10 and 20 µM as test concentration; values of inactives mirror those of a sister screen read the other way
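Assay system: mouse IAP enzyme / Compound: DMSO-dissolved test compounds / Timing: 30 min, room temperature / Measured by: luminescence from enzymatic CDP-Star hydrolysis / Control set: DMSO-only wells, enzyme-free buffer wells as negative control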
hIAP inh – human IAP inhibitors, primary screen, biochemical, luminescence, uHTS. actives 0.12% (n = 330,000). purified IAP, CDP-Star luminescence, 30 min. inhibition, % at 10 µM;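 active means inhibition reaching a set limit with compound at 10 µM in the primary screen, cut at about 35% in these data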;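 further: plate controls were DMSO wells with enzyme for no effect and no-enzyme buffer wells for full effect; values of inactives mirror those of a sister screen read the other way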
tim10-1 inh – growth inhibitors of tim10-1 mutant yeast, primary screen, luminescence, uHTS; S. cerevisiae tim10-1 ts strain growth, BacTiter-Glo, 24 h; inhibition, % at 20 µM; actives 2.2% (n = 330,000); AID 463190, 2010;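 active means inhibition of at least 40%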;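 further: mutant grown at 25 °C; 0% = DMSO wells with yeast and 100% = wells holding no yeast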
TIM10 inh – growth inhibitors of isogenic TIM10 control yeast, primary screen, counter-screen for tim10-1 yeast inhibitor project, luminescence, uHTS; S. cerevisiae TIM10 strain growth, BacTiter-Glo luminescence, 24 h; inhibition, % at 10 µM; actives 1.4% (n = 330,000); AID 463195, 2010;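 active means inhibition of 40% or more at the single tested concentration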;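 further: wild-type TIM10 isogenic control strain grown at permissive 25 °C; 0% = DMSO yeast wells and 100% = minimal medium wells without yeast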
Apaf1 inhib – inhibitors of human Apaf-1 apoptosome, primary screen, biochemical, DEVD-Rh110 fluorescence, uHTS; Apoptotic protease-activating factor 1 (Homo sapiens), O14727; inhibition, % at 20 µM; actives 0.71% (n = 330,000); reconstituted apoptosome caspase-3 activity; active means inhibition of at least 40% at 20 µM;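 further: plate controls were DMSO wells for no effect and DEVD-CHO caspase inhibitor wells for full effect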
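Assay system: Apoptosome proteins | Medium: pH 7.5 Hepes buffer with CHAPS, BSA, DTT | Also added: Cytochrome c and DEVD-Rh110 substrate | Times: 30 min plus 50 min, RT | Detection: Rhodamine 110 fluorescence at Ex 480/Em 540 nm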
Numbers without * were called inactive. This is a random part of the collection (roughly 4.5% active in at least one column).

SMILES | ATG4B inhibitor | mIAP inh | NALP3 yeast inh | hIAP activ | mIAP act | hIAP inh | tim10-1 inh | TIM10 inh | Apaf1 inhib
CC(C)CCOc1ccc(C(=O)N2CCCC2C(=O)O)cc1 (stereo not given) | 6 | -6 | 12 | 1.1 | 1.1 | -11 | -5 | -9 | -5
CCc1nc(SCC(=O)N2CCOCC2)c2c(=O)n(C)c(=O)n(C)c2n1 | -2 | 0 | -5 | 0.88 | 1 | 12 | 0 | -8 | -11
COc1cc(C(=O)NNC(=O)Cc2cccs2)cc(OC)c1OC | 0 | -8 | 9 | 1.1 | 1.1 | -14 | -13 | -7 | -2
CCN(CC)c1ccc(C2C(C(=O)OC)=C(C)NC(C)=C2C(=O)OC)cc1 | -8 | 0 | -1 | 1 | 1 | 0 | 3 | 3 | 8
Cc1ccc(NS(=O)(=O)c2cc([N+](=O)[O-])ccc2NNC(=S)Nc2cc(C)ccc2C)c(C)c1 | 58* | 21 | 29 | 0.84 | 0.79 | 16 | 19 | 24 | 26
COC(=O)c1sccc1Oc1c(Cl)cccc1[N+](=O)[O-] | -4 | -6 | 7 | 1 | 1.1 | -4 | 28 | 23 | 1
c1ccc(N2CCN(c3ccc4nncn4n3)CC2)nc1 | -1 | -7 | 7 | 1 | 1.1 | -4 | 12 | -6 | 16
CC12COC3(C(=O)Nc4ccc([N+](=O)[O-])cc4)CC1CCC32C (stereo not given) | -11 | 3 | 8 | 1 | 0.97 | 0 | 36 | 4 | 2
CCN1CCN(c2cc(C)c3cc(NC(=S)N4CCN(c5ccc(F)cc5)CC4)ccc3n2)CC1 | -4 | -12 | 4 | 1.1 | 1.1 | -12 | 11 | 14 | -1
COc1ccccc1Nc1nc(N)nc(CSC(=S)N2CCOCC2)n1 | -1 | -11 | -9 | 0.96 | 1.1 | 4 | 23 | 32 | -3
CCOCCCn1c(=S)[nH]c2cc(C(=O)N3CCN(c4ccccc4)CC3)ccc2c1=O | 0 | 10 | 0 | 1.1 | 0.91 | -15 | 14 | 0 | 10
O=C(N/N=C/c1ccc[nH]1)c1cc(-c2ccc(Cl)cc2)nc2ccccc12 | 22 | 0 | 4 | 1.2 | 1 | -21 | 56* | 35 | -11
N#C/C(=C\c1ccc(-c2ccccc2)cc1)c1nc(-c2ccco2)cs1 | 30 | 21 | 24 | 0.94 | 0.79 | 6 | 23 | 8 | 21
CC1(C)CC(=O)C2=C(C1)N(c1ccccc1C#N)C(N)=C(C#N)C2c1cccs1 (stereo not given) | -15 | 7 | 15 | 0.93 | 0.93 | 7 | 0 | 12 | 6
O=C(CSc1nnc(CNC(=O)c2ccco2)o1)Nc1ccc(F)cc1F | 8 | 6 | 11 | 0.82 | 0.94 | 18 | -11 | 1 | -1
CCCCN(C)C(=O)CSc1nc(NCc2ccc(OC)cc2)c2ccccc2n1 | -9 | -1 | 2 | 0.97 | 1 | 3 | 27 | 20 | -2
Cc1ccc(-n2nnc3c(=O)n(Cc4ccccn4)cnc32)cc1C | -3 | 2 | 4 | 1.2 | 0.98 | -16 | 23 | 7 | 9
Cc1cc(C)cc(NC(=O)CN2CCC(NC(=O)Cc3ccccc3)CC2)c1 | 3 | 14 | 8 | 1 | 0.86 | -1 | -1 | -7 | -1
CCCN1CCN(C(=O)Cn2nc(C)n3c(cc4sccc43)c2=O)CC1 | 5 | 2 | 1 | 1.3 | 0.98 | -26 | 6 | 0 | 1
Cc1ccc(-n2nc3c(=O)n(CCCC(=O)NCc4ccc(C)o4)nc(C)c3c2C)cc1 | 3 | 0 | 1 | 1.3 | 1 | -32 | 17 | 6 | -8
O=C(O)c1ccccc1OC(=O)C12CC3CC(CC(C3)C1)C2 | -3 | 0 | -23 | 0.9 | 1 | 10 | 26 | 13 | 10
COc1ccccc1CNC(=O)CCNS(=O)(=O)c1ccc2c(c1)oc(=O)n2C | -7 | 14 | -1 | 0.98 | 0.86 | 2 | -3 | -2 | 1
CCOC(=O)c1nnn(-c2nonc2-n2cccc2)c1CN1CCC(C)CC1 | -6 | -2 | 10 | 1 | 1 | -3 | 39 | 9 | 29
CCCCCSc1nc(N2CCOCC2)c2c(c1C#N)CC(C)(C)OC2 | -10 | 1 | 3 | 1.1 | 0.99 | -6 | 18 | 36 | 25
COc1ccc(C)cc1-n1nnnc1SCC1CCCCO1 (stereo not given) | 8 | -3 | 53* | 1.1 | 1 | -11 | 16 | 8 | 0
Carrying on:
SMILES | ATG4B inhibitor | mIAP inh | NALP3 yeast inh | hIAP activ | mIAP act | hIAP inh | tim10-1 inh | TIM10 inh | Apaf1 inhib
O=C(CSc1ccc(-c2cccc([N+](=O)[O-])c2)nn1)N1CCCCC1 | -16 | 4 | -22 | 1.1 | 0.96 | -6 | 25 | 3 | -3
Cc1ccc(S(=O)(=O)NCCN2CCOCC2)c(C)c1 | -4 | -6 | -15 | 1 | 1.1 | -2 | 9 | -17 | 9
CCN1CCN(C(=O)CN(c2ccc(F)cc2)S(=O)(=O)c2ccc(OC)c(OC)c2)CC1 | 3 | -1 | 14 | 0.94 | 1 | 6 | 6 | 5 | 6
Cc1ccc(C2C3=C(CCCC3=O)N=C3c4ccccc4C(=O)C32)cc1 (stereo not given) | 12 | 9 | 13 | 0.83 | 0.91 | 17 | 26 | 8 | 11
CCCCc1nc(NCC2CCCO2)c(C#N)c2c1COC(C)(C)C2 (stereo not given) | -9 | -4 | 7 | 1.1 | 1 | -9 | 3 | 15 | 25
COc1cc(NC(=O)COC(=O)CCc2cc(OC)c(OC)c(OC)c2)cc(OC)c1 | -4 | -3 | 11 | 0.92 | 1 | 8 | 11 | 23 | -1
O=C(c1ccc(Cn2c(=O)[nH]c3ccccc3c2=O)cc1)N1CCN(c2ccccc2)CC1 | -17 | 9 | -6 | 0.89 | 0.91 | 11 | 9 | 3 | 24
O=C(O)CCCN1C(=O)c2ccc(Oc3cccc([N+](=O)[O-])c3)cc2C1=O | 9 | 3 | -3 | 1.2 | 0.97 | -17 | 1 | -10 | 2
COc1ccc(C)cc1NC(=O)c1ccc([N+](=O)[O-])cc1[N+](=O)[O-] | -4 | 2 | 16 | 0.9 | 0.97 | 10 | 12 | 18 | 3
OC(COc1ccc2ccccc2c1)CN1CCCC1 (stereo not given) | 3 | -10 | 23 | 1.1 | 1.1 | -9 | 11 | -7 | -4
COc1ccc(OCCSc2nnc3sc4ccccc4n23)cc1 | -3 | -4 | 27 | 0.81 | 1 | 20 | 11 | -20 | 4
O=C(O)C1C2C=CC(C2)C1C(=O)N1CCN(C/C=C/c2ccccc2)CC1 (stereo not given) | 5 | -3 | 14 | 1.1 | 1 | -8 | 0 | -6 | -1
CCN1CN=C(NS(=O)(=O)c2ccc(C)cc2)NC1 | -7 | 7 | 5 | 0.92 | 0.93 | 8 | 9 | -8 | -7
CC1(C)C(=O)Nc2ccccc2N1C(=O)COC(=O)Cc1ccc(Cl)c(Cl)c1 | -9 | -5 | 15 | 0.97 | 1.1 | 3 | 3 | 6 | 15
Cc1ccc(C)c(OCc2ccc(C(=O)Nc3ccc([N+](=O)[O-])cn3)o2)c1 | -6 | 13 | 23 | 0.96 | 0.87 | 4 | 3 | -5 | -3
Cc1c(NC(=O)c2cc3nc(-c4ccc(Br)cc4)cc(C(F)(F)F)n3n2)c(=O)n(-c2ccccc2)n1C | -13 | -2 | 0 | 1 | 1 | -4 | 10 | 4 | 25
O=C(CSc1ccc2nnc(-c3ccccc3)n2n1)NCc1ccc2c(c1)OCO2 | 4 | -13 | 9 | 1 | 1.1 | -2 | 4 | -4 | 10
CCN1C(=O)CCCc2ccccc21 | 6 | -4 | -2 | 1.1 | 1 | -5 | 2 | -7 | -1
CC(Cc1ccsc1)NC(=O)CCc1nnc(COc2ccccc2)o1 (stereo not given) | 4 | 2 | 21 | 1 | 0.97 | -2 | 4 | 2 | -8
COC(=O)c1c(N)sc2c1CC(C)(C)OC2 | -37 | -2 | 1 | 1 | 1 | 0 | 2 | 6 | 4
COc1ccc([C@H]2/C=C\CN(S(=O)(=O)c3ccc4ccccc4c3)[C@@H](C)C(=O)N2Cc2ccc(F)cc2)cc1 | -3 | 13 | 7 | 1.2 | 0.87 | -18 | 19 | 6 | 16
COc1ccc(N(CC(=O)Nc2ccc(F)cc2)S(=O)(=O)c2ccccc2[N+](=O)[O-])c(OC)c1 | -11 | 0 | 10 | 0.87 | 1 | 13 | 28 | 4 | 3
COc1cccc(CN2C(=O)CCC2(C)C(=O)NC2CCCCCC2)c1 (stereo not given) | 0 | 10 | -16 | 0.94 | 0.9 | 6 | 21 | 18 | -8
Cc1ccc(NC(=S)N/N=C2/CCCc3c(C)cc(C)cc32)cc1 | -8 | 3 | 8 | 0.92 | 0.97 | 8 | 10 | -4 | -11
O=C(c1cc2nc(-c3cccs3)cc(C(F)(F)Cl)n2n1)N1CCCc2ccccc21 | 25 | 4 | 14 | 0.8 | 0.96 | 20 | -3 | 5 | 9
More records
SMILES | ATG4B inhibitor | mIAP inh | NALP3 yeast inh | hIAP activ | mIAP act | hIAP inh | tim10-1 inh | TIM10 inh | Apaf1 inhib
COc1ccc(-n2ncc3c2CC(C)(C)CC3NC(=O)CCn2cncn2)cc1 (stereo not given) | 6 | -1 | 24 | 0.7 | 1 | 30 | -2 | 7 | 7
CCOC(=O)NC(=O)C(=CNc1ccc(C)cc1)C(=O)NC(=O)OCC | 1 | 0 | -2 | 0.98 | 1 | 2 | -1 | -11 | -4
COc1ccc(/C=N/n2c(=S)n(C)c3ccccc32)cc1OC | -12 | 0 | -7 | 0.9 | 1 | 10 | 43* | 37 | -8
CCCc1nc2oc3cc(OC)ccc3c(=O)c2c(=O)n1CCc1ccccc1 | -2 | 2 | 20 | 0.72 | 0.98 | 28 | 15 | 2 | 5
CC(C)NC(=O)COC(=O)c1cc(=O)[nH]c2ccccc12 | 6 | -3 | -1 | 1 | 1 | -3 | 7 | -13 | -15
Cc1ccc(N=Cc2cc(C)n(C3CCCC3)c2C)cc1 | 2 | 6 | -4 | 0.83 | 0.94 | 17 | 12 | -20 | -2
CC(C)CC(NC(=O)C(CC(C)C)NC(=O)OC(C)(C)C)C(N)=O (stereo not given) | 0 | 9 | 2 | 1 | 0.91 | -4 | -22 | -2 | -14
